NRP1-CendR mod: modulators of CendR peptide binding to NRP-1, primary screen, biochemical, fluorescence polarization, uHTS | Neuropilin-1 (Homo sapiens), O14786 | FAM-RPARPAR peptide binding to NRP-1 | inhibition, % at 25 µM | 0.85% of 360,000 active | AID 602438, 2012;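 active means inhibition or corrected inhibition above about 18%, plus a signal ratio from 0.5 to 1.5, limit read from the data, passing the limit was not always enough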; further: strong numbers were not always called active
MsrA inh: bovine MsrA enzyme inhibitors, primary screen, biochemical, absorbance, HTS. AID 651718, 2012. inhibition, % at 15.5 µM. 0.75% of 360,000 active. purified bovine MsrA, absorbance read-out. Methionine sulfoxide reductase A (Bos taurus); in the data active means inhibition above about 4.5%;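 further: 0% = vehicle wells with enzyme and 100% = reference inhibitor wells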
E coli Lon inh: inhibitors of E. coli Lon protease, primary screen, biochemical, fluorescence polarization. P0A9M0. purified E. coli Lon protease. inhibition, % at 7.94 µM. 0.42% of 360,000 active; in the data active means inhibition above about 13%, passing the limit was not always enough;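 further: 0% = enzyme with probe and DMSO and 100% = no enzyme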
SUMO1-SIM PPI: modulators of SUMO1 protein-protein interactions, primary screen, biochemical, uHTS; Small ubiquitin-related modifier 1 (Homo sapiens), P63165; SUMO1 binding to a labelled peptide, TR-FRET, 1 h; inhibition, % at 20 µM; 0.33% of 360,000 active; AID 602429, 2012; in the data active means inhibition above about 37%
Target sequence (P63165 whole entry, looked up): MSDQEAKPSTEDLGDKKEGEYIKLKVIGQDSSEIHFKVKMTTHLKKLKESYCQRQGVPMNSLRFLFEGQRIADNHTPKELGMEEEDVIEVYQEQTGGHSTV
STEP block: STEP phosphatase inhibitors, primary screen, biochemical, fluorescence intensity, uHTS. 0.25% of 360,000 active. recombinant STEP, OMFP fluorogenic substrate. AID 588621, 2011. inhibition, % at 20 µM. Tyrosine-protein phosphatase non-receptor type 5 (Homo sapiens), P54829;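 active means inhibition at 20 µM, scaled per plate between control wells, above about 37%, limit read from the data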;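 further: 0% = DMSO with enzyme and substrate and 100% = substrate only without enzyme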
Target sequence (P54829 whole entry, looked up): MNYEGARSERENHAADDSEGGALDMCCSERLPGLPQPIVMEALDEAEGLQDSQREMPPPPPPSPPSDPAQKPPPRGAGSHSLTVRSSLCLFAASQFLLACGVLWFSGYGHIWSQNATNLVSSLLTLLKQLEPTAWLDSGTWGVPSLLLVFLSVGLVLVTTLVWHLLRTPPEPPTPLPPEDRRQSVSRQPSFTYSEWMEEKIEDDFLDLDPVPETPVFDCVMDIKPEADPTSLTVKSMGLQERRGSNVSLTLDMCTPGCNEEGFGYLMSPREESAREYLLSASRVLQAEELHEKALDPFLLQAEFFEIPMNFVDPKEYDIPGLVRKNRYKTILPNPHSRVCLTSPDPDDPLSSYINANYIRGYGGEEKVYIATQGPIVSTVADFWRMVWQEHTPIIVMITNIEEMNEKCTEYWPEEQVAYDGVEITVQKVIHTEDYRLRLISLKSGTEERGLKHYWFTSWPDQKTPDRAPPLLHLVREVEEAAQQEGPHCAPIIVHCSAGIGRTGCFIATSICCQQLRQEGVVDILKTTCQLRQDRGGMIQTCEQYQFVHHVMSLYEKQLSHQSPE
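Measure: Control-normalized % inhibition with plate pattern correction | Test system: STEP phosphatase, cell-free reaction | Medium: pH 6.0 Bis-Tris with DTT and Tween 20 | Technique: Fluorescence, 480/540 nm | Times: Reaction 20 min, ambient temperature | Doses: Single compound dose of 20 µM, 1% DMSO final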
DNMT1 block: human DNMT1 methyltransferase inhibitors, primary screen, biochemical, molecular beacon, fluorescence, HinP1I cleavage, uHTS; 0.83% of 360,000 active; inhibition (reported as % activation of signal), % at 10 µM; DNA (cytosine-5)-methyltransferase 1 (Homo sapiens), P26358; AID 588458, 2011; in the data active means inhibition above about 50%
LMPTP inh: LMPTP phosphatase inhibitors, primary screen, biochemical, fluorescence intensity, uHTS; Low molecular weight phosphotyrosine protein phosphatase (Homo sapiens), P24666; recombinant LMPTP-A, OMFP fluorogenic substrate; inhibition, % at 20 µM; 0.22% of 360,000 active; AID 651560, 2012;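 active means compounds that cut the enzyme signal by at least half of the control window in the single-dose screen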;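 further: plate controls were DMSO wells with enzyme plus substrate for no effect and substrate without enzyme for full effect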
Target sequence (P24666 whole entry, looked up): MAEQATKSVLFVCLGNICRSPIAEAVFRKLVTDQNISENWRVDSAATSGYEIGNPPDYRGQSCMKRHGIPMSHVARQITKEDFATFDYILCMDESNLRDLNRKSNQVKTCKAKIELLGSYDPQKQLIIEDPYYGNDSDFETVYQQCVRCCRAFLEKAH
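Test system: LMPTP-A phosphatase enzyme; input: 0.625 nM LMPTP-A final; reagent: OMFP substrate, 400 µM final; compound dosing: 20 µM single dose, 3% DMSO; incubation: 50 min dark incubation at room temperature; measured by: endpoint fluorescence intensity from OMFP dephosphorylation; measure: % inhibition relative to no-enzyme and uninhibited control wells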
Scp1 inh: Scp-1 phosphatase inhibitors, primary screen, biochemical, colorimetric, uHTS | Carboxy-terminal domain RNA polymerase II polypeptide A small phosphatase 1 (Homo … | Recombinant Scp1, phosphopeptide, malachite green phosphate absorbance | inhibition, % at 20 µM | 0.88% of 340,000 active | AID 493091, 2011;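 active means inhibition above about 50% at 20 µM, limit read from the data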;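 further: plate controls were DMSO wells with enzyme for no effect and wells lacking enzyme for full effect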
Target sequence (Q9GZU7 76-261 limits assumed): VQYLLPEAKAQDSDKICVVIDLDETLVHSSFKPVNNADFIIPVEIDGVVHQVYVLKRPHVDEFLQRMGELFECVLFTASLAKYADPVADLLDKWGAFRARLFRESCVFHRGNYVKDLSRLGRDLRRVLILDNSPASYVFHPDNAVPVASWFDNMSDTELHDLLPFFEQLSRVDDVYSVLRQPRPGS
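Material – SCP-1 phosphatase catalytic domain, residues 76-261 · Buffer or medium – Acidic Tris acetate buffer with magnesium and detergent · Also added – Phospho 17-mer peptide substrate · Compound – single 20 µM dose, 1% DMSO · Times – 45 min room-temperature reaction, 5 min colour, 30 min stabiliser · Technique – Phosphate-binding colour reagent, absorbance read at 630 nm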
TbMetRS inhib: T. brucei MetRS inhibitors, primary screen, biochemical, luminescence; methionyl-tRNA synthetase (Trypanosoma brucei brucei); AID 624268, 2012; purified T. brucei MetRS, ATP depletion, Kinase-Glo luminescence; 0.4% of 360,000 active; inhibition, % at 11.9 µM;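 active means inhibition above a per-plate cutoff of the control wells' mean inhibition plus 3 SD, cut at about 5.5% in these data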;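 further: 0% = DMSO wells median and 100% = median of wells with control inhibitor compound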
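Dosing: 11.9 µM single point; system: parasite MetRS enzyme; technique: luminescence of leftover ATP; times: 15 min enzyme-compound preincubation, 2 h reaction, 10 min detection, 25 °C; replicates: each compound tested once; read-out basis: percent inhibition relative to median high and low control wells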
MsrA act: bovine MsrA enzyme activators, primary screen, biochemical, absorbance, HTS; Methionine sulfoxide reductase A (Bos taurus); purified bovine MsrA, absorbance read-out; activation, % at 10.6 µM; 0.3% of 360,000 active; AID 602163, 2012; in the data active means activation above about 7.5%;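 further: 0% = vehicle and 100% = reference activator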
Numbers without * were called inactive; / = no result given. Random draw from the library; any-hit rate near 4.3%.

(1) O=C(COc1ccccc1)NNC(=O)c1cc2ccccc2o1
(2) CN(C(=O)CC1C(=O)NCCN1Cc1ccc(F)cc1)C1CCOCC1 (stereo not drawn)
(3) Cc1ccc(C(=O)COC(=O)CCc2nc3ccccc3[nH]c2=O)cc1C
(4) O=C(O)c1cccc(Cn2cc(Cl)cn2)c1
(5) Cc1cc2nc(C(F)(F)F)[nH]c(=O)n2n1
(6) Cn1cnnc1SCC(=O)NNC(=O)COc1ccc(Br)cc1
assay / entry,1,2,3,4,5,6
NRP1-CendR mod,-16,-6,-2,-7,1,5
MsrA inh,0.4,3.0,0.3,1.2,-0.3,0.7
E coli Lon inh,6,-1,-2,-1,0,0
SUMO1-SIM PPI,-2,1,-5,13,3,0
STEP block,-4,-1,-3,4,-2,-1
DNMT1 block,0,-5,-3,0,2,1
LMPTP inh,-1.1,0.7,-1.1,-0.1,-3.1,-0.9
Scp1 inh,-1,-7,-8,-5,3,-4
TbMetRS inhib,-0.5,-0.5,-1.1,-1.2,0.2,0.4
MsrA act,-4,-6,-8,-5,0,-1

(7) COc1ccccc1N(C)S(=O)(=O)c1ccc(C(=O)OCC(=O)N(C(C)C)C(C)C)cc1
(8) Cc1ncc(C[n+]2csc(C)c2C)c(N)n1
(9) O=C(CNc1ccc(F)cc1Cl)Nc1cccc(S(=O)(=O)N2CCCCC2)c1
(10) CCC(OCC(O)CN1CCN(CCN2C(=O)c3cccc4cccc(c34)C2=O)CC1)c1ccccc1 (stereo not drawn)
(11) O=C(NCc1ccccn1)C1CCN(Cc2cccc(OCc3ccccc3)c2)CC1
(12) CN(CC(=O)Nc1cccc(F)c1)C(=O)CSc1ccccc1
assay / entry,7,8,9,10,11,12
NRP1-CendR mod,2,9,5,-4,-3,-1
MsrA inh,0.1,1.0,0.1,0.6,-0.6,1.5
E coli Lon inh,14,-3,-4,2,-9,-9
SUMO1-SIM PPI,-2,1,-1,-23,1,-1
STEP block,-1,-5,-2,-2,-1,0
DNMT1 block,6,0,4,8,0,8
LMPTP inh,-0.7,-0.8,2.2,-0.4,0.0,-0.2
Scp1 inh,3,-3,-10,-5,-4,4
TbMetRS inhib,-1.4,-2.1,3.1,-1.1,-0.5,-0.1
MsrA act,-12,-15,0,-6,0,1

(13) CN1/C(=C/C=C(/C#N)C(N)=O)C(C)(C)c2ccccc21
(14) Cc1ccccc1NS(=O)(=O)c1ccc(C(=O)NCC(C)(C)N2CCOCC2)cc1
(15) Cn1nc(-c2ccccc2)c(CO)c1Sc1ccccc1
(16) Cc1ccc2cc(C(c3nnnn3Cc3ccccc3)N3CCc4ccccc43)c(=O)[nH]c2c1 (stereo not drawn)
(17) CCC(CC)CN1CCN=C1Nc1ccccc1
(18) CCOc1ccc(C(=O)OCC(=O)NC2CCCC2)cc1OCC
assay / entry,13,14,15,16,17,18
NRP1-CendR mod,-99,-2,0,8,-3,0
MsrA inh,-0.1,0.7,0.3,4.2,-0.2,-1.2
E coli Lon inh,-66,-7,2,5,-1,-6
SUMO1-SIM PPI,-11,1,4,-21,0,1
STEP block,-3,-2,0,1,1,-1
DNMT1 block,1,-2,-1,-15,13,0
LMPTP inh,-0.8,-0.6,-0.6,0.6,-2.1,-0.7
Scp1 inh,-2,-6,13,-6,1,-3
TbMetRS inhib,-1.0,-0.1,-1.4,0.1,-0.2,-1.3
MsrA act,-5,-2,-8,-3,-7,-4

Profiles from above. Order of screens: NRP1-CendR mod	MsrA inh	E coli Lon inh	SUMO1-SIM PPI	STEP block	DNMT1 block	LMPTP inh	Scp1 inh	TbMetRS inhib	MsrA act
CCC(OCC(O)CN1CCN(CCN2C(=O)c3cccc4cccc(c34)C2=O)CC1)c1ccccc1 (stereo not drawn) in the list: -4	0.6	2	-23	-2	8	-0.4	-5	-1.1	-6
CN(CC(=O)Nc1cccc(F)c1)C(=O)CSc1ccccc1 in the list: -1	1.5	-9	-1	0	8	-0.2	4	-0.1	1

(continued)
(19) CCCCn1c(N)c(N(CCOC)C(=O)CSc2ccccc2C)c(=O)[nH]c1=O
(20) COc1ccc(N=CC2=C(O)c3ccccc3C2=O)c(OC)c1
(21) C#CCOCCOCCOCCNc1nc(N2CCN(C(=O)[C@H](CO)n3cc([C@@H](N)C(C)C)nn3)CC2)nc(N2CCN(C(=O)[C@H](CCCCN)n3cc([C@@H](N)[C@H](C)CC)nn3)CC2)n1
(22) CCCCOc1nc2ccccc2nc1C(C#N)S(=O)(=O)c1ccccc1 (stereo not drawn)
(23) Cc1ccc(Cn2ccc(C3CC3)n2)cc1
(24) Cc1ccc2occ(C(c3nnnn3Cc3ccccc3)N3CCOCC3)c(=O)c2c1 (stereo not drawn)
assay / entry,19,20,21,22,23,24
NRP1-CendR mod,2,-9,-8,-5,1,13
MsrA inh,-0.6,0.0,-0.5,-0.7,-0.2,0.5
E coli Lon inh,-2,0,6,-16,1,4
SUMO1-SIM PPI,-6,-17,-141,-3,2,4
STEP block,-1,-2,0,-2,-1,-2
DNMT1 block,-1,-20,-8,-3,1,3
LMPTP inh,0.6,-0.6,-8.4,-0.5,-0.1,1.5
Scp1 inh,-4,-8,-5,-6,-7,-9
TbMetRS inhib,0.2,-1.3,-0.2,-0.6,-0.8,0.6
MsrA act,1,-2,1,-3,-2,0

(25) CN(C)/C=C/C(=O)c1cc(N2CCOCC2)ccc1[N+](=O)[O-]
(26) COc1ccc(C(=S)N2CCCCCC2)cc1
(27) Cc1ccc(OCC(=O)Nc2ccc(N3CCN(C(=O)c4ccco4)CC3)cc2)cc1C
(28) N#Cc1c2c(c(NCc3ccco3)n3c1nc1ccccc13)CCC2
(29) COc1ccc(Nc2nnc(SCC(=O)NC3CCCC3)s2)cc1
(30) CCCCCCCCCCCCN1[C@@H](CC(C)=O)c2cc(F)ccc2S1(=O)=O
assay / entry,25,26,27,28,29,30
NRP1-CendR mod,18,7,2,-13,8,12
MsrA inh,2.5,1.4,0.4,0.7,0.5,-0.7
E coli Lon inh,-3,2,-3,-27,-10,4
SUMO1-SIM PPI,-11,2,4,7,7,6
STEP block,-1,6,0,-4,-2,2
DNMT1 block,1,-13,-1,2,0,4
LMPTP inh,-0.5,1.2,0.1,0.8,-0.2,5.8
Scp1 inh,-9,-12,-6,-9,/,-2
TbMetRS inhib,0.1,-0.4,-0.5,-0.4,0.1,-0.3
MsrA act,-1,-1,-8,-2,-4,2

From entry 29 to 30, copied from above:
(29) COc1ccc(Nc2nnc(SCC(=O)NC3CCCC3)s2)cc1
(30) CCCCCCCCCCCCN1[C@@H](CC(C)=O)c2cc(F)ccc2S1(=O)=O
assay / entry,29,30
NRP1-CendR mod,8,12
MsrA inh,0.5,-0.7
E coli Lon inh,-10,4
SUMO1-SIM PPI,7,6
STEP block,-2,2
DNMT1 block,0,4
LMPTP inh,-0.2,5.8
Scp1 inh,/,-2
TbMetRS inhib,0.1,-0.3
MsrA act,-4,2

(list continues)
(31) COC(=O)Cc1[nH]nc2c1C(c1cc(OC)c(OC)c(OC)c1)C(C#N)=C(N)O2 (stereo not drawn)
(32) O=C(CSc1nnc2ccc(-c3ccccn3)nn12)NCC1CCCO1 (stereo not drawn)
(33) COc1ccccc1NC(=O)CCN1C(=O)C2CC=CCC2C1=O (stereo not drawn)
(34) CCCCn1c(-c2cccnc2)nc2cc3[nH]c(=O)c(C(C)C)nc3cc21
(35) COc1ccc(CC(=O)OC2CCCN(C)C2)cc1 (stereo not drawn)
(36) CCCCCCNC(=O)c1cn(CC)c2cc(N3CCN(C)CC3)c(F)cc2c1=O
assay / entry,31,32,33,34,35,36
NRP1-CendR mod,3,0,11,-33,5,10
MsrA inh,0.1,0.4,0.7,0.9,0.2,0.2
E coli Lon inh,-1,-7,-5,-22,-14,2
SUMO1-SIM PPI,-2,-22,-1,-9,3,0
STEP block,0,2,0,-2,0,4
DNMT1 block,2,1,-1,-10,-1,0
LMPTP inh,-1.5,-1.5,0.0,-1.0,-0.3,-0.9
Scp1 inh,-2,-2,4,-8,5,-4
TbMetRS inhib,-0.3,-0.3,-0.3,0.2,-1.1,0.2
MsrA act,-3,-5,-3,-3,-9,2

(37) COc1ccc(C(=O)/C=C2\Sc3ccccc3N2C)cc1
(38) Cc1[nH]c2ccccc2c1C(c1ccccn1)N1CCC(C(N)=O)CC1 (stereo not drawn)
(39) Cc1csc(=O)n1CC(=O)OC(C)C(=O)Nc1ccc(F)c(F)c1F (stereo not drawn)
(40) CCOc1cc(-c2sc(Nc3cc(C)ccc3OC)n[n+]2-c2ccccc2)ccc1OC
(41) Cc1cc(Cl)ccc1OCC(=O)NC(=S)Nc1ccc(Cl)cn1
(42) O=C(N/N=C/c1ccc(-c2ccccc2)o1)c1ccccc1O
assay / entry,37,38,39,40,41,42
NRP1-CendR mod,-19,11,-9,1,2,-4
MsrA inh,1.6,-0.6,-0.8,-0.2,-1.2,4.1
E coli Lon inh,6,-9,-3,12,1,-7
SUMO1-SIM PPI,-17,2,-3,-9,1,-2
STEP block,1,-2,2,0,3,1
DNMT1 block,0,1,2,-3,11,2
LMPTP inh,3.7,-2.7,-1.1,3.2,0.6,5.4
Scp1 inh,-3,14,-1,9,-5,20
TbMetRS inhib,-1.0,0.2,0.1,-0.5,-0.2,-0.8
MsrA act,-9,0,-1,-4,-5,-5

(43) O=C(COc1ccccc1)NC1CCCc2ccccc21 (stereo not drawn)
(44) O=c1c2c(-c3cccs3)csc2[nH]c(=S)n1-c1ccccc1
(45) C=CCc1c(C)nc(C)nc1N/N=C/c1ccc(F)cc1
(46) COc1ccc(OC)c(NS(=O)(=O)c2cc3c4c(c2)CCN4C(=O)CC3)c1
(47) Nc1c(Cl)c(Cl)nc(C(=O)OCC(=O)N2CCCC2=O)c1Cl
assay / entry,43,44,45,46,47
NRP1-CendR mod,-2,-18,-2,9,-21
MsrA inh,1.8,-0.1,3.4,0.6,-0.3
E coli Lon inh,-5,-1,-2,0,3
SUMO1-SIM PPI,0,10,-7,-1,13
STEP block,0,15,-1,0,2
DNMT1 block,3,7,-1,0,9
LMPTP inh,-0.9,1.2,4.1,-0.7,0.2
Scp1 inh,-5,-7,-10,-1,16
TbMetRS inhib,1.1,-0.7,-0.6,-0.7,-0.3
MsrA act,-1,-1,-5,-2,-1
